eIF4E-4G inh = eIF4E–eIF4G protein interaction inhibitors, primary screen, biochemical, uHTS, TR-FRET, eIF4GI fragment. AID 782, 2007. Eukaryotic translation initiation factor 4E (Mus musculus) + Eukaryotic translation …. actives 0.37% (n = 220,000). inhibition, % at 21.7 µM. TR-FRET eIF4E-eIF4GI(517-606) binding, 2 h;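 active means inhibition above about 30%, limit read from the data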;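 further: 0% = full FRET control wells and 100% = background wells lacking eIF4GI fragment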
NPY Y1 blocker = NPY-Y1 receptor antagonists, primary screen, cell-based. actives 1% (n = 200,000). inhibition, % at 3.6 µM. Neuropeptide Y receptor type 1 (Homo sapiens), P25929. AID 1040, 2008. HEK293-CNG Y1 cells, membrane potential fluorescence; NPY at EC95, then isoproterenol;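 active means inhibition above the campaign mean inhibition of all tested compounds plus 3 SD, cut at about 20% in these data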;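 further: 0% = DMSO wells given NPY plus isoproterenol and 100% = isoproterenol alone without NPY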
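Material: HEK293 cells with Y1 receptor plus CNG channel; times: compound incubation 1 h at room temperature, readout 45 min post-stimulation; signal: fluorescence, membrane potential probe; read-out basis: fluorescence ratio normalized to % inhibition between controls; benchmarks: full-block control isoproterenol-only wells, zero-block control NPY plus isoproterenol wells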
PGE2 EP2 inh = human EP2 receptor antagonists, primary screen, TR-FRET cAMP, C6 glioma cells | inhibition, % at 25 µM | actives 0.52% (n = 260,000) | C6 glioma cells expressing human EP2; cells stimulated with saturating PGE2;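 active means percent inhibition above 40 after rounding to a whole number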;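 further: rat C6 glioma host cells with rolipram phosphodiesterase inhibitor present; the protocol text gives 20 µM as final concentration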
S1P4 antagonist = S1P4 receptor antagonists, primary screen, cell-based | Sphingosine 1-phosphate receptor 4 (Homo sapiens), O95977 | inhibition, % at 4.98 µM | actives 0.26% (n = 220,000) | S1P4-expressing cells, antagonist mode, reporter read-out | AID 1510, 2009; in the data active means inhibition above about 29%;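 further: 0% = wells stimulated with agonist and 100% = vehicle wells without agonist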
Target sequence (O95977 whole entry, looked up): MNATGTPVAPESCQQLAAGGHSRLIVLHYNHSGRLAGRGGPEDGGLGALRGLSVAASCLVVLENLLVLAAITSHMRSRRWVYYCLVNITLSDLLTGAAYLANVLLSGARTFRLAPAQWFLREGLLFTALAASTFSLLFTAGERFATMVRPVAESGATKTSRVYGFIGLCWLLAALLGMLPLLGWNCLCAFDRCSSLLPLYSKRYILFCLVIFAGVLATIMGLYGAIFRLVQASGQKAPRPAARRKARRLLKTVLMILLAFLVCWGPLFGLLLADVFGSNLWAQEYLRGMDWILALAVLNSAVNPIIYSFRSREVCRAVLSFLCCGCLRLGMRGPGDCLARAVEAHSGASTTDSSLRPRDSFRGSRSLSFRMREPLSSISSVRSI
S1P4 agonist = S1P4 receptor agonists, primary screen, cell-based; Sphingosine 1-phosphate receptor 4 (Homo sapiens), O95977; S1P4-expressing cell line, agonist reporter assay; activation, % at 4.98 µM; actives 0.35% (n = 220,000); AID 1509, 2009; in the data active means activation above about 11%;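 further: 0% = DMSO vehicle and 100% = reference agonist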
NPY1 pot ag = NPY-Y1 receptor potentiators or agonists, primary screen, cell-based | Neuropeptide Y receptor type 1 (Homo sapiens), P25929 | NPY-Y1 expressing cells, potentiator/agonist activation | activation, % at 3.6 µM | actives 0.37% (n = 220,000) | AID 1304, 2008; in the data active means activation above about 33%, passing the limit was not always enough;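 further: cells stimulated with NPY at EC10 then isoproterenol at EC100; 0% = low agonist plus stimulus and 100% = saturating agonist plus stimulus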
NPY2 pot ag = NPY-Y2 potentiators or agonists, primary screen, cell-based | Neuropeptide Y receptor type 2 (Homo sapiens), P49146 | cells expressing NPY-Y2, potentiator/agonist read-out | activation, % at 3.6 µM | actives 0.45% (n = 220,000); in the data active means activation above about 27%;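 further: cells stimulated with NPY near EC25 plus isoproterenol at EC100; 0% = vehicle plus submaximal agonist and 100% = vehicle plus saturating agonist; some results beyond the cut were filed as inactive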
Target sequence (P49146 whole entry, looked up): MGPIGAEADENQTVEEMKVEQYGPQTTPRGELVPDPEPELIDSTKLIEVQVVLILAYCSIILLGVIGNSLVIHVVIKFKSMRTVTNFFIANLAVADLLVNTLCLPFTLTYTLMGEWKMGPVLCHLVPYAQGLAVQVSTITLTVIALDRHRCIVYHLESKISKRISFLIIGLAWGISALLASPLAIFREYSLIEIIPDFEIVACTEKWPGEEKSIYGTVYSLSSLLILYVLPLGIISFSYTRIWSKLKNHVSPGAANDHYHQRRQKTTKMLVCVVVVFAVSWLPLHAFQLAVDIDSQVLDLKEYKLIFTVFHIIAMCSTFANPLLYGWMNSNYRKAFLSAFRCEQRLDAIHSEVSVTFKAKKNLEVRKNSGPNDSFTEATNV
EP2 modulator = EP2 receptor modulators, cAMP readout, primary screen, cell-based, HTRF cAMP, PGE2 stimulation; Prostaglandin E2 receptor EP2 subtype (Homo sapiens), P43116; induction, % at 25 µM; AID 940, 2007; EP2-expressing cells, cAMP HTRF FRET, PGE2 co-stimulation; actives 0.83% (n = 260,000);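 active means compounds whose cAMP rise, as percent of the full-agonist control response, exceeds 60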;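 further: rat C6 glioma line stably carrying human EP2 under a CMV promoter; the protocol text gives 20 µM as final concentration; 100% = response of wells given 1 µM PGE2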
p97 inhibitor = inhibitors of human p97 ATPase, primary screen, biochemical; actives 0.42% (n = 220,000); Transitional endoplasmic reticulum ATPase (Homo sapiens), P55072; AID 1481, 2009; recombinant p97 ATPase, Kinase-Glo ATP luminescence, 3 h; inhibition, % at 8 µM; in the data active means inhibition above about 15%;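 further: 0% = DMSO vehicle and 100% = wells lacking enzyme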
The depositor's hits bear a star; [ ] = another dose, or the depositor's remark. This is a subset; count on the stated rates, not on these rows.

`CCSc1cnn(-c2ccccc2)c(=O)c1SCC` gave eIF4E-4G inh -5.8, NPY Y1 blocker 1.6, PGE2 EP2 inh 136.2*, S1P4 antagonist -3.4, S1P4 agonist -0.7, NPY1 pot ag 12.8, NPY2 pot ag -1.4, EP2 modulator 2.9 and p97 inhibitor 1.7.
CC(NC(=O)CCC(=O)c1ccc(F)cc1)C1CC2CCC1C2 (stereo unspecified) was read as eIF4E-4G inh -3.8, NPY Y1 blocker 4.4, PGE2 EP2 inh 10.6, S1P4 antagonist 3.2, S1P4 agonist -1.6, NPY1 pot ag -15.6, NPY2 pot ag -15.3, EP2 modulator -4.5 and p97 inhibitor 0.5.
`COc1ccccc1C(=O)Nc1ccccc1N1CCN(S(C)(=O)=O)CC1` gave eIF4E-4G inh 1.5, NPY Y1 blocker 4.1, PGE2 EP2 inh 10.1, S1P4 antagonist 2.3, S1P4 agonist -0.8, NPY1 pot ag -17.7, NPY2 pot ag 9.4, EP2 modulator -3.5 and p97 inhibitor 2.9.
Screening Nc1n[nH]c2cc(=O)n(-c3cccc(C(F)(F)F)c3)nc12 returned eIF4E-4G inh 5.8, NPY Y1 blocker -2.0, PGE2 EP2 inh 14.5, S1P4 antagonist -21.1, S1P4 agonist 65.2*, NPY1 pot ag -16.9, NPY2 pot ag -3.7, EP2 modulator -22.5 and p97 inhibitor 6.2.
Screening Cc1c(Cl)cccc1NC(=S)NCc1cccn1C returned eIF4E-4G inh 19.5, NPY Y1 blocker -1.8, PGE2 EP2 inh 6.9, S1P4 antagonist 3.2, S1P4 agonist 1.1, NPY1 pot ag -3.6, NPY2 pot ag 8.7, EP2 modulator -5.5 and p97 inhibitor 4.8.
Cc1c(C(=O)O)oc2ccc(S(=O)(=O)NCc3ccc(F)cc3)cc12 was read as eIF4E-4G inh -1.0, NPY Y1 blocker 6.9, PGE2 EP2 inh 6.9, S1P4 antagonist 7.7, S1P4 agonist -0.1, NPY1 pot ag 5.6, NPY2 pot ag -4.9, EP2 modulator -17.7 and p97 inhibitor 1.5.
Screening COc1ccc(-c2nc(CS(=O)CC(=O)NCCCN3CC(C)CC(C)C3)c(C)o2)cc1OC (stereo unspecified) returned eIF4E-4G inh -10.9, NPY Y1 blocker -0.1, PGE2 EP2 inh 2.9, S1P4 antagonist -14.6, S1P4 agonist 1.1, NPY1 pot ag -0.4, NPY2 pot ag -11.2, EP2 modulator -43.8 and p97 inhibitor -4.4.
CC1CCC(C(C)C)C(OC(=O)CSc2n[nH]c(=O)[nH]c2=O)C1 (stereo unspecified) was read as eIF4E-4G inh 1.3, NPY Y1 blocker -1.2, PGE2 EP2 inh 5.2, S1P4 antagonist -10.8, S1P4 agonist -1.2, NPY1 pot ag -5.0, NPY2 pot ag -2.3, EP2 modulator 29.1 and p97 inhibitor 3.6.
For Cc1noc(C)c1C(=O)N1CC(C)OC(C)C1 (stereo unspecified) the results were eIF4E-4G inh 2.1, NPY Y1 blocker 12.7, PGE2 EP2 inh 6.1, S1P4 antagonist -1.5, S1P4 agonist -2.6, NPY1 pot ag 3.7, NPY2 pot ag 0.7, EP2 modulator 10.1 and p97 inhibitor 0.6.
CCn1ccnc1CN(C)Cc1nc(CCC(C)C)no1 was read as eIF4E-4G inh 1.8, NPY Y1 blocker -7.8, PGE2 EP2 inh 9.5, S1P4 antagonist 4.9, S1P4 agonist 0.3, NPY1 pot ag 19.2, NPY2 pot ag -8.6, EP2 modulator 10.7 and p97 inhibitor 0.5.
For COn1c(SCC(N)=O)nc2ccccc2c1=O the results were eIF4E-4G inh 6.2, NPY Y1 blocker -1.4, PGE2 EP2 inh 3.0, S1P4 antagonist -3.1, S1P4 agonist 3.2, NPY1 pot ag 9.4, NPY2 pot ag 21.9, EP2 modulator 15.3 and p97 inhibitor 1.9.
For O=C(COc1cccc(Cl)c1)Nc1nc(-c2ccc(S(=O)(=O)N3CCOCC3)cc2)cs1 the results were eIF4E-4G inh -4.4, NPY Y1 blocker 8.2, PGE2 EP2 inh 23.9, S1P4 antagonist 5.4, S1P4 agonist 1.3, NPY1 pot ag -41.4, NPY2 pot ag -3.9, EP2 modulator -7.8 and p97 inhibitor 7.0.
O=C1CCCN1CCCNC(=S)Nc1ccccc1 was read as eIF4E-4G inh 4.2, PGE2 EP2 inh 4.7, S1P4 antagonist -12.6, S1P4 agonist 0.4, NPY1 pot ag 2.1, NPY2 pot ag 17.3, EP2 modulator 13.1 and p97 inhibitor 11.1.
For O=C(CN(Cc1ccccc1)S(=O)(=O)c1ccccc1)N1CCOCC1 the results were eIF4E-4G inh -15.7, NPY Y1 blocker 1.8, PGE2 EP2 inh 6.9, S1P4 antagonist -9.5, S1P4 agonist 0.6, NPY1 pot ag -13.7, NPY2 pot ag -16.1, EP2 modulator 10.4 and p97 inhibitor -7.3.
Cc1cc(NC(=O)c2ccc3c(c2)C(=O)N(Cc2cccnc2)C3=O)no1 was read as eIF4E-4G inh -1.5, NPY Y1 blocker 6.2, PGE2 EP2 inh 6.8, S1P4 antagonist -19.5, S1P4 agonist -0.3, NPY1 pot ag -30.9, NPY2 pot ag -10.0, EP2 modulator -18.1 and p97 inhibitor 1.4.
Cc1nnsc1C(=O)N/N=C/c1ccc(OC(F)(F)F)cc1 was read as eIF4E-4G inh -3.6, NPY Y1 blocker 4.1, PGE2 EP2 inh 5.9, S1P4 antagonist -4.2, S1P4 agonist 2.7, NPY1 pot ag 4.6, NPY2 pot ag 5.1, EP2 modulator -75.1 and p97 inhibitor 4.9.
COc1ccccc1C1CCN(c2cc(O)ccc2[N+](=O)[O-])CC1 was read as eIF4E-4G inh -2.5, PGE2 EP2 inh 10.7, S1P4 antagonist -5.1, S1P4 agonist -0.1, NPY1 pot ag 36.3, NPY2 pot ag -18.5, EP2 modulator 12.8 and p97 inhibitor 7.9.
For COc1ccccc1NS(=O)(=O)/C=C/c1ccccc1 the results were eIF4E-4G inh 3.5, NPY Y1 blocker 1.4, PGE2 EP2 inh 7.0, S1P4 antagonist -4.6, S1P4 agonist -1.2, NPY1 pot ag -2.7, NPY2 pot ag 2.4, EP2 modulator -43.4 and p97 inhibitor -2.0.
Cc1ccc(CSC2=NCCN2C(=O)C2CC2)cc1 was read as eIF4E-4G inh -0.9, NPY Y1 blocker 3.4, PGE2 EP2 inh 10.7, S1P4 antagonist -3.0, S1P4 agonist 0.4, NPY1 pot ag 3.6, NPY2 pot ag -6.8, EP2 modulator 10.1 and p97 inhibitor 2.9.
Screening COc1ccc(OC(C)C(=O)N2CCc3ccccc3C2)cc1 (stereo unspecified) returned eIF4E-4G inh -9.5, NPY Y1 blocker 3.7, PGE2 EP2 inh 5.7, S1P4 antagonist 23.6, S1P4 agonist 1.4, NPY1 pot ag -6.1, NPY2 pot ag -2.6, EP2 modulator -32.6 and p97 inhibitor 5.8.
`COc1ccc(N2CCN(C(=O)CSc3nc4[nH]ncc4c(=O)n3-c3cccc4ccccc34)CC2)cc1` gave eIF4E-4G inh 3.9, NPY Y1 blocker -4.3, PGE2 EP2 inh 5.6, S1P4 antagonist 2.2, S1P4 agonist -4.2, NPY1 pot ag 15.3, NPY2 pot ag 4.8, EP2 modulator -8.7 and p97 inhibitor 4.7.
CC1CCCC(NC(=O)Cc2ccc(Br)cc2)C1C (stereo unspecified) was read as eIF4E-4G inh 6.2[fluorescence artefact?], NPY Y1 blocker -0.2, PGE2 EP2 inh 8.4, S1P4 antagonist 2.6, S1P4 agonist -1.1, NPY1 pot ag -27.1, NPY2 pot ag 1.1, EP2 modulator -22.8 and p97 inhibitor 5.5.
O=C(/C=C/c1cccnc1)c1cc(F)ccc1O was read as eIF4E-4G inh 7.6, PGE2 EP2 inh 14.4, S1P4 antagonist 11.3, S1P4 agonist -0.1, NPY1 pot ag -9.3, NPY2 pot ag -3.6, EP2 modulator -38.4 and p97 inhibitor 2.6.
Screening CCCn1nc(C(=O)OCC(=O)Nc2cccc(S(N)(=O)=O)c2)c2ccccc2c1=O returned eIF4E-4G inh 0.7, NPY Y1 blocker -5.1, PGE2 EP2 inh 8.5, S1P4 antagonist 6.2, S1P4 agonist 2.2, NPY1 pot ag 2.9, NPY2 pot ag 18.4, EP2 modulator 2.2 and p97 inhibitor 1.0.
Screening CC(C)c1ccccc1NC(=S)NCc1ccncc1 returned eIF4E-4G inh 2.1, NPY Y1 blocker -2.7, PGE2 EP2 inh 1.4, S1P4 antagonist -2.9, S1P4 agonist 1.9, NPY1 pot ag 21.7, NPY2 pot ag 3.7, EP2 modulator 15.4 and p97 inhibitor 7.2.
Screening S=C(NCCSCc1c(Cl)cccc1Cl)Nc1ccccc1 returned eIF4E-4G inh 0.4, NPY Y1 blocker 1.0, PGE2 EP2 inh 8.5, S1P4 antagonist 7.1, S1P4 agonist -0.4, NPY1 pot ag 12.7, NPY2 pot ag -7.1, EP2 modulator -53.2 and p97 inhibitor 1.1.
For COc1cc(C(=O)NCC2(N3CCCCC3)CCCCC2)ccc1OCC(=O)N1CCOCC1 the results were eIF4E-4G inh -1.7, PGE2 EP2 inh 11.8, S1P4 antagonist -9.2, S1P4 agonist 0.6, NPY1 pot ag 7.9, NPY2 pot ag 1.8, EP2 modulator -12.2 and p97 inhibitor -0.4.
O=C(Nc1ccc(CN2CCOCC2)cc1)c1ccc(N2CCCC2)c([N+](=O)[O-])c1 was read as eIF4E-4G inh 2.6, NPY Y1 blocker -4.7, PGE2 EP2 inh 4.5, S1P4 antagonist -2.2, S1P4 agonist -1.6, NPY1 pot ag 9.4, NPY2 pot ag 0.7, EP2 modulator -22.7 and p97 inhibitor 1.3.
For COCCn1c(C)cc(C(=O)CSc2nnc(C)s2)c1C the results were eIF4E-4G inh -0.1, NPY Y1 blocker -3.7, S1P4 antagonist -0.2, S1P4 agonist -1.0, NPY1 pot ag 11.1, NPY2 pot ag -1.3, EP2 modulator 13.8 and p97 inhibitor 4.5.
`Cc1cccc(N=C2NN=C(c3c(C)[nH]c4ccccc34)CS2)c1` gave eIF4E-4G inh 8.0, NPY Y1 blocker 1.8, PGE2 EP2 inh 13.1, S1P4 antagonist 4.4, S1P4 agonist 0.0, NPY1 pot ag 17.7, NPY2 pot ag 18.1, EP2 modulator -56.1 and p97 inhibitor 4.7.
Screening C=CCNc1nc(S(=O)Cc2ccc(C)cc2)nc2c1CCCC2 (stereo unspecified) returned eIF4E-4G inh 3.8, NPY Y1 blocker 11.1, PGE2 EP2 inh 4.0, S1P4 antagonist -6.3, S1P4 agonist -1.7, NPY1 pot ag 3.9, NPY2 pot ag -3.3, EP2 modulator -17.5 and p97 inhibitor -4.9.
For O=C(O)CCC(=O)NC1CCCCCCC1 the results were eIF4E-4G inh -6.4, NPY Y1 blocker 4.0, PGE2 EP2 inh 5.4, S1P4 antagonist -5.8, S1P4 agonist 0.3, NPY1 pot ag -34.3, NPY2 pot ag 1.2, EP2 modulator 38.5 and p97 inhibitor 1.8.

Screens (PubChem)
